# Bioassay records (PubChem)
# UHRF1 MBD2 ctr: UHRF1 methylated DNA binding inhibitors, primary screen, counter-screen for MBD2 inhibitor project, biochemical, TR-FRET, human UHRF1, single concentration | UHRF1 binding to methylated oligo | inhibition, % at 4.4 µM | E3 ubiquitin-protein ligase UHRF1 (Homo sapiens), Q96T88 | hit rate 0.75% among 370,000 | AID 687016, 2013; in the data active = inhibition above about 21%;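 note: UHRF1 SRA domain binding a hemimethylated CpG hairpin DNA probe; 0% = median of test compound wells and 100% = reference inhibitor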
# Tn7 DDE FP: inhibitors of Tn7 peptide binding to fibrin DD(E), primary screen, biochemical, fluorescence polarization, human fibrin, Tn7 probe. Fibrinogen beta chain (Homo sapiens), P02675. FP displacement of FITC-Tn7 peptide from fibrin DD(E); 0% = median of compound wells per plate. inhibition, % at 8.3 µM. hit rate 0.13% among 370,000;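 active = inhibition above the mean of compounds falling within the control limits plus 3 SD of them, cut at about 14% in these data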;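 note: 0% = plate median of compound wells and 100% = 10 µM Aha-Tn7 peptide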
#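 Measure: % inhibition scaled between sample-field median and high-control FP; Test system: human fibrin DD(E); Quantity: 2 µM final DD(E) protein; Doses: one dose, 8.3 µM nominal; Schedule: compound with protein 10 min, then 3 h after probe, room temperature; Detection: fluorescence polarization; Medium: Tris buffer with calcium and detergent, pH 7.8.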
# ARFGAP1 inh: inhibitors of rat ARFGAP1 GAP activity, primary screen, biochemical, fluorescence polarization, GDP tracer. ADP-ribosylation factor GTPase-activating protein 1 (Rattus norvegicus), Q62848. Arfgap1-stimulated ARF1 GTP hydrolysis, GDP FP detection. inhibition, % at 16.5 µM. hit rate 0.26% among 360,000. AID 651572, 2012;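 active = inhibition above a per-plate limit, mean inhibition of low control wells plus 3 SD, cut at about 25% in these data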;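 note: 0% = DMSO wells with enzyme and 100% = wells lacking Arfgap1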
#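 System: truncated rat Arfgap1 GAP domain / Medium: HEPES-based buffer, pH 7.5 / Also added: N-terminally truncated human ARF1-GTP substrate / Incubation: enzyme reaction 120 min at 25 °C after 20 min preincubation / Measured by: FP of antibody-bound GDP Alexa 633 tracer, ex 620/em 688 nm / Replicates: singlicate, each compound tested once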
# Tn6 DDE FP: inhibitors of Tn6 peptide binding to fibrin DD(E), primary screen, biochemical, fluorescence polarization, human fibrin, Tn6 probe | Fibrinogen beta chain (Homo sapiens), P02675 | Fibrin DD(E) TRITC-Tn6 fluorescence polarization displacement | inhibition, % at 8.3 µM | hit rate 0.21% among 370,000;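 active = inhibition above a per-campaign cutoff: mean of compounds within control limits plus 3 SD, cut at about 15% in these data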;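 note: 0% = median of all compound wells on the plate and 100% = blocking peptide control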
# proKLK7 act: proKLK7 zymogen activators, primary screen, biochemical, fluorescence intensity | Kallikrein-7 (Homo sapiens), P49862 | purified proKLK7, EDANS-DABCYL substrate fluorescence; 100% is mature enzyme control, 0% vehicle | activation, % at 7 µM | hit rate 0.9% among 370,000;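 active = activation above the mean of all tested compounds plus 3 SD, computed per campaign excluding outliers beyond control limits, cut at about 13% in these data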
# NR1D1 modulator: modulators of Rev-erb alpha DNA binding, primary screen, biochemical, FITC-DNA, fluorescence polarization, uHTS. activity, % at 10 µM. Rev-erbα–FITC-DNA binding, 90 min. hit rate 0.79% among 370,000;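 active = activity above about 14%, limit read from the data; passing the limit was not always enough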;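 note: 0% = DMSO wells with 35 nM protein and 100% = DMSO wells with 750 nM protein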
# Target sequence (P20393 whole entry, looked up): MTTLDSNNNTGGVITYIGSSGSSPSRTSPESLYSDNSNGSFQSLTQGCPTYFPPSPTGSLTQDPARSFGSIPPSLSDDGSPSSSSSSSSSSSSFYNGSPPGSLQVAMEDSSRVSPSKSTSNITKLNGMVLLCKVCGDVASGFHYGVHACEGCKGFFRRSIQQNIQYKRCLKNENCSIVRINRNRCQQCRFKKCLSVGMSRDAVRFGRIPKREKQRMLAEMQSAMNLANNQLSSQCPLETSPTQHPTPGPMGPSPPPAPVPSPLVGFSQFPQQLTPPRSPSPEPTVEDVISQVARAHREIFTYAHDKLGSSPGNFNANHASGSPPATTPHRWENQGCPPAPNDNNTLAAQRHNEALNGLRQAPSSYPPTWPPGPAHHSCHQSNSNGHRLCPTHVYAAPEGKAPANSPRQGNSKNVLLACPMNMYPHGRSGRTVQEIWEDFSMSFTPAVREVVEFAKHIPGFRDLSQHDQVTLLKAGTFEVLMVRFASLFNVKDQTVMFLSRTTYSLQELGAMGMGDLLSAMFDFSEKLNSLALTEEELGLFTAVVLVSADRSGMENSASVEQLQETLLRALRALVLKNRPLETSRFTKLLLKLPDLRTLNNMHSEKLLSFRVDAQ
# PLC-gamma1 inh: PLC-gamma1 enzyme inhibitors, primary screen, biochemical, fluorescence, purified enzyme | hit rate 0.84% among 370,000 | inhibition, % at 12.2 µM | fluorogenic substrate | AID 720700, 2013; in the data active = inhibition above about 9.5%
# HGIII-sPLA2 inh: human group III sPLA2 inhibitors, primary screen, biochemical, QFRET, BODIPY PC-A2 liposome substrate. Group 3 secretory phospholipase A2 (Homo sapiens), Q9NZ20. hit rate 0.56% among 370,000. QFRET BODIPY PC-A2 liposome hydrolysis, fluorescence. inhibition, % at 12.2 µM;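 active = inhibition above mean plus 3 SD of compounds lying within the high and low control bounds, cut at about 19% in these data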;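 note: 0% = median of test compound wells and 100% = no enzyme DMSO wells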
# ASAP1 GAP inh: inhibitors of human ASAP1 ArfGAP activity, primary screen, biochemical, fluorescence polarization; hit rate 0.19% among 360,000; Arf-GAP with SH3 domain, ANK repeat and PH domain-containing protein 1 (Homo sapiens), …; AID 624377, 2012; inhibition, % at 16.5 µM; ASAP1-stimulated ARF1 GTP hydrolysis, GDP FP detection; in the data active = inhibition above about 25%;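 note: 0% = vehicle with enzyme and substrate and 100% = no enzyme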
# Target sequence (Q9ULH1 325-724 limits assumed): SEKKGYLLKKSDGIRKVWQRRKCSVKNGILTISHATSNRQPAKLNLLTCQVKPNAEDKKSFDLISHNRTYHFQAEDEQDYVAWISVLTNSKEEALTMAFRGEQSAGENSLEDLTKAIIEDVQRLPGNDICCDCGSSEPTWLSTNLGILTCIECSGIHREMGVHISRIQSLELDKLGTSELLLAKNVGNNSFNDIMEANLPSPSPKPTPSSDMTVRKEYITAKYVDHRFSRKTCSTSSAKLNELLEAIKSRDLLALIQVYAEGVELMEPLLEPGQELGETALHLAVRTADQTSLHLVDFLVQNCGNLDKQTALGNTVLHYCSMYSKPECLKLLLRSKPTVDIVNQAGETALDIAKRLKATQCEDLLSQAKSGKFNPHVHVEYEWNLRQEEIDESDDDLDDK
# PLC-beta3 inh: human PLC-beta3 inhibitors, primary screen, biochemical, fluorescence; hit rate 0.18% among 370,000; Purified PLC-beta3, fluorogenic substrate; AID 720704, 2013; inhibition, % at 12.2 µM; in the data active = inhibition above about 11%;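 note: 0% = median of compound wells on plate and 100% = full blocker control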
# Active calls of the source: *; i = inactive.
# Sample of the layout:
structure,UHRF1 MBD2 ctr,Tn7 DDE FP,ARFGAP1 inh,Tn6 DDE FP,proKLK7 act,NR1D1 modulator,PLC-gamma1 inh,HGIII-sPLA2 inh,ASAP1 GAP inh,PLC-beta3 inh
COc1ccc(-c2nc(CS(=O)CC(=O)NCc3cccnc3)c(C)o2)cc1OC (centres undefined),-2,5,-12,2,0.5,-4,-1,-2,3,6
Cc1nnc(-n2cccc2)s1,-2,0,3,8,-0.6,0,3,3,4,4

# Main list, from the first entry:
structure,UHRF1 MBD2 ctr,Tn7 DDE FP,ARFGAP1 inh,Tn6 DDE FP,proKLK7 act,NR1D1 modulator,PLC-gamma1 inh,HGIII-sPLA2 inh,ASAP1 GAP inh,PLC-beta3 inh
COc1ccc(-c2nc(CS(=O)CC(=O)NCc3cccnc3)c(C)o2)cc1OC (centres undefined),-2,5,-12,2,0.5,-4,-1,-2,3,6
Cc1nnc(-n2cccc2)s1,-2,0,3,8,-0.6,0,3,3,4,4
O=C(Nc1ccccc1Cl)Oc1ccc(-c2ccccc2)cc1,2,9,9,-4,-0.9,5,-4,3,11,-7
CCOC(=O)N1CCN(C(=O)C[C@@H]2C[C@@]3(C(=O)OCC)CCC=C3N(Cc3ccc4c(c3)OCO4)C2=O)CC1,-2,-6,2,-5,-0.2,1,9.7*,-2,6,-1
NC(=O)CC(NC(=O)c1ccc(Br)cc1)c1ccc(N2CCCCCC2)c([N+](=O)[O-])c1 (centres undefined),-1,-1,-5,-2,-0.5,9,8,-4,5,7
CCc1ccc(S(=O)(=O)N/N=C\c2ccc3c(c2)OCO3)cc1,-2,-11,-6,-1,0.3,-6,0,-3,1,-6
CCCSc1nc2cc(C)c(C)cc2n1CC(O)CO (centres undefined),2,4,3,-3,0.2,4,1,5,8,-1
O=C(COc1nsnc1N1CCOCC1)Nc1ccc(Br)cc1,1,-9,-10,-4,0.3,-4,3,1,-10,4
COc1ccc([C@@]2(O)c3c(ccc(CC=C(C)C)c3O)NC(=O)[C@@H]2OC)cc1,-2,-5,-9,5,0.1,-2,-5,-11,4,-2
CCC(C)N(C)C1CCN(C(=S)Nc2ccc(OC)cc2)CC1 (centres undefined),-2,-6,-8,1,0.0,-2,3,3,-10,-2
CC(C)(C)C1CCC(=NNC(=O)c2cc3c(s2)CCCC3)CC1 (centres undefined),-1,3,-7,-1,0.0,1,-19,-17,-5,-25
COc1ccc(CC(=O)OCC(=O)NCc2ccc3c(c2)OCO3)cc1OC,0,-5,-5,-3,-0.3,-4,-1,1,13,3
O=C(CSc1nc2ccccc2o1)Nc1nccs1,1,3,-3,3,0.2,-5,0,-3,-12,2
O=C(CSc1ccc2nnc(-c3ccccn3)n2n1)N1CCOCC1,0,-6,0,4,1.2,-5,-18,1,4,-19
Cc1ccc(C2(c3noc(CN4CCOCC4)n3)CCCC2)cc1,3,-5,-3,2,-0.7,0,6,1,5,-4
O=C(N/N=C/c1ccco1)c1cc(-c2ccccc2)n[nH]1,-2,3,14,-3,0.5,1,1,1,3,-1
OCC1COC(c2ccccc2)=N1 (centres undefined),6,5,6,-6,0.2,2,2,19,13,4
CCOc1nc(SCCOc2ccccc2)nc(N(C)C)n1,2,1,2,5,-0.1,9,3,-3,-13,4
O=C(NCC1CCCO1)C1CC1(c1ccccc1)c1ccccc1 (centres undefined),4,1,-7,-6,0.2,-4,-1,5,0,4
C[C@H](CO)N1C[C@H](C)[C@H](CN(C)S(=O)(=O)c2ccc(Oc3ccccc3)nc2)OCc2cnnn2CCCC1=O,-3,-7,2,5,0.3,8,2,-2,11,0
Cc1c(Cl)c([N+](=O)[O-])nn1CC(=O)N1CCCc2ccccc21,-3,2,-1,-1,-0.1,4,-2,8,7,1
CCc1cc(=O)oc2cc(C)cc(O)c12,1,1,6,-1,-0.5,1,-138,0,8,-176
CC(=O)Nc1c(C)nn(C(C)=O)c1C,14,0,12,-7,-0.3,-5,-6,17,-8,-4
CC(=O)c1c(C)[nH]c(C(=O)OCC(=O)Nc2cc(Cl)ccc2[N+](=O)[O-])c1C,7,-7,6,2,0.3,-3,11*,0,9,10
Cc1ccccc1COc1ccc(/C=C(\C#N)C(N)=O)cc1,-1,2,-15,-5,5.3,-3,2,-3,-2,4
CCc1sc(C(=O)N2CCN(c3ccc(F)cc3)CC2)cc1C,-1,4,2,-3,0.1,-5,-2,2,12,0
Cc1cc(Oc2ccccc2)nc(N)n1,-1,5,-3,5,-0.5,-4,3,4,-3,-1
O=C(NN1CCCCCC1)c1ccccc1F,-1,2,-10,4,-0.6,-2,1,1,6,-3
CCn1cc(C(=O)NCCCOC)c(=O)c2cc(S(=O)(=O)N3CCCC3)ccc21,6,0,1,1,0.1,-2,8,13,8,-4
O=C(O)C1C(C(=O)Nc2ccc(Cl)cc2)C2C=CC1C21CC1 (centres undefined),4,-2,0,-10,-0.9,-4,5,2,-5,4
COc1ccc(-c2cc(C(=O)N3CCCC3)c3ccccc3n2)cc1,0,-5,-5,-1,22*,2,i,0,-10,i
CCCN(CCC)c1nc2ccccc2n2c(C)nnc12,0,-1,0,-6,-1.5,-2,-15,-5,15,-22
COc1ccc(NC(=O)CSc2nc3ccccc3c(=O)n2CCCN2CCC(C)CC2)c(OC)c1,2,-6,-7,-6,-0.2,-8,2,-7,-7,-1
CC1CN(C(=O)c2ccc(NS(=O)(=O)c3cccc(Cl)c3)cc2)CC(C)O1 (centres undefined),-2,-7,9,1,0.5,-6,5,1,9,-6
COc1ccccc1N(CC(O)Cn1c2ccccc2c2ccccc21)S(=O)(=O)c1ccccc1 (centres undefined),21*,-4,22,-2,-0.8,7,-4,-24,5,1
CC(C)(C)c1ccc(OCC(O)CNC(=O)c2ccccc2C(=O)O)cc1 (centres undefined),0,-3,13,-3,-0.4,0,-1,-1,8,-4
CCCCCCOc1ccc(N2C(=O)CC(N3CCN(CCN=CC4C(=O)CC(C)(C)CC4=O)CC3)C2=O)cc1 (centres undefined),4,-5,0,-8,1.4,-2,1,-1,-3,3
O=C(Nc1cccc(Cl)c1)N1CCCC1,0,14*,-3,6,-0.9,0,1,2,5,2
O=c1oc2ccccc2c(N2CCCC2)c1CN1CCCC1,-1,0,-1,1,0.9,-4,-8,-3,5,-4
COc1ccc(C(F)(F)F)cc1N/C=C/c1nnnn1-c1ccc2ccccc2c1,-2,1,1,-3,-0.5,3,0,-6,-4,-9
CCCCNC(=O)c1c(CSc2ccc(Cl)cc2)noc1C(=O)NCCC,0,-7,-5,7,0.3,-4,2,-5,0,1
CCOC(=O)C1=C(C)N(C)C(=O)NC1c1cccc([N+](=O)[O-])c1 (centres undefined),0,0,-2,-8,0.7,0,3,9,6,-1
COCCOC(=O)C1=C(C)NC(=O)NC1c1ccc(-c2ccc(F)cc2)o1 (centres undefined),5,-3,-13,-3,0.1,-2,-14,-19,14,-24
CCC(CC)C1C(C#N)=C(N)SC(N)=C1C#N,-3,6,11,3,-0.2,0,-2,6,-10,-5
O=C(NC(=S)N1CCCC1)c1ccc(Cl)cc1,-2,0,-3,2,-0.4,6,2,2,-14,-2
C/C(=N\Nc1nc(N2CCCCCC2)nc(N2CCCCCC2)n1)c1ccccc1,1,-10,4,3,0.4,-1,5,5,-2,6
COc1cccc(NC(=O)N2CCC(C(=O)Nc3ccc(C)cc3C)CC2)c1,-1,4,1,-1,0.1,1,0,5,-12,2
COCCCn1c(SCc2nnc(-c3ccccc3)o2)nc2sc3c(c2c1=O)CCC3,-4,4,-1,4,-0.4,-3,-1,1,-2,0
O=C(CSc1nnc(-c2ccccc2F)o1)N1CCNC1=O,1,-1,4,-5,-0.8,2,1,-2,2,0
CCOC(=O)c1[nH]c(C)c(C(=O)OC)c1C,0,0,8,0,0.3,3,1,-5,-1,-1
CCN1CCN(c2cc(C)c3cc(NC(=O)CCC(=O)N4CCN(c5ccccc5OC)CC4)ccc3n2)CC1,1,-1,2,-2,0.9,2,-15,-20,-3,-24
O=[N+]([O-])c1cc(Br)ccc1C[n+]1ccccc1,1,-11,2,3,1.2,-6,5,-1,-6,-2
CCn1c(=O)c(C(=O)NNS(=O)(=O)c2ccc(C)cc2)c(O)c2ccccc21,-5,6,-2,-1,0.1,3,-1,-29,-3,3
C[C@H]1CN([C@@H](C)CO)S(=O)(=O)c2ccc(Br)cc2O[C@@H]1CN(C)C(=O)Cc1cccnc1,-1,0,2,3,-0.8,0,1,11,8,0
COc1ccc(NC(=O)CCN2CCN(S(=O)(=O)c3ccc(Cl)cc3)CC2)cc1,8,0,15,-2,-0.2,-4,2,4,-2,-2
Cc1ccc2oc(Nc3nc(C)cc(C)n3)nc2c1,3,-6,12,-2,0.2,2,0,4,-13,-3
CCOc1ccc(N=Cc2c(O)n(-c3cccc(C)n3)c(=O)c3ccccc23)cc1,-7,6,1,4,5.0,-2,-92,-2,-12,-135
CCCNC(=S)N1CCN(c2nc(C)nc3sc4c(c23)CCCC4)CC1,-3,0,-4,-2,0.1,-4,1,-2,13,1
O=C(CCOc1ccccc1)N1CCN(S(=O)(=O)c2ccccc2F)CC1,0,-14,3,7,-0.6,7,0,-1,2,-7
Cc1cccc(/C(N)=N/OC(=O)CCc2ccccc2)c1,-4,0,3,4,-0.5,-2,3,-1,-6,0
Cc1ccc(OCCNc2cc(N3CCN(CCO)CC3)ccc2[N+](=O)[O-])cc1C,-3,-3,-1,-2,0.3,4,6,-2,6,1
CC(=O)Nc1ccc(C(=O)COC(=O)c2ccco2)c(F)c1,-2,10,2,4,-0.1,4,-3,0,-7,-5

# Compounds as they come; any-hit rate near 4.5%.
